# inhibitors of VEEV: inhibitors of VEEV TC-83 cytopathic effect, confirmation, Vero cells (AID 588727) | Vero cells, VEEV TC-83 cytopathic effect inhibition; higher % means a stronger effect | inhibition, % at 20 µM, or IC50 in µM where a hit was titrated | actives 0.13% (n = 350,000); in the data active = a potency from the dose series; inconclusive = inhibition mostly from about 14% at the one dose, without a potency; inactive = the rest, 99 in 100 with inhibition below about 12%; also: strong numbers were not always called active
# Active calls of the source: *; i = inactive; u = inconclusive. An excerpt (hit frequency here may not be typical).
Structure	inhibitors of VEEV
COC(=O)c1ccc(CSc2ccccc2NC(=S)Nc2cccc(C(F)(F)F)c2)o1	0.8%
O=C(Nc1c(Cl)ccc2nsnc12)c1ccc(Br)o1	1.2%
CCC(C)(C)C1CCC2(CC1)NC(=O)N(CC(=O)N1CCN(c3ccccc3OC)CC1)C2=O (configuration not stated)	0.5%
O=C(NCCCN1CCOCC1)c1cccc(S(=O)(=O)N2CCc3ccccc32)c1	1.3%
COCCNc1nc2c(c(=O)n(C)c(=O)n2C)n1CCCc1ccccc1	2.7%
C[C@H]1CN([C@@H](C)CO)C(=O)c2cc(Br)cnc2O[C@@H]1CN(C)S(=O)(=O)c1cn(C)cn1	0.5%
Cc1nn(C2CCS(=O)(=O)C2)c(C)c1CN(C)C(=O)c1ccc(F)cc1 (configuration not stated)	0.6%
NC(=O)CCC(C(=O)O)N1C(=O)C2C3CCC(C3)C2C1=O (configuration not stated)	2.5%
CC(=O)NCCc1ccc(C(=O)COC(=O)c2cccs2)cc1	i
COc1cc2c(cc1CNC[C@H]1O[C@@H](n3cc(C)c(=O)[nH]c3=O)C[C@@H]1O)OCO2	0.1%
CC(=O)Nc1ccc(-c2cc(C(=O)O)c3cc4ccccc4cc3n2)cc1	6.5%
O=C(c1c(F)cccc1Cl)N(Cc1ccco1)C1CCS(=O)(=O)C1 (configuration not stated)	1.9%
O=C(COc1ccc(Cl)cc1Cl)NCCN1CCCC1	0.1%
CN(CCN1CCOCC1)C(=O)C1CCC(=O)N(Cc2ccc(Cl)cc2)C1 (configuration not stated)	i
C/C(NCCc1ccccc1)=C1/CCOC1=O	2.2%

# Entries from the list above that have bromine:
Structure	inhibitors of VEEV
O=C(Nc1c(Cl)ccc2nsnc12)c1ccc(Br)o1	1.2%
C[C@H]1CN([C@@H](C)CO)C(=O)c2cc(Br)cnc2O[C@@H]1CN(C)S(=O)(=O)c1cn(C)cn1	0.5%

# Laid out differently: entries from further up
O=C(Nc1c(Cl)ccc2nsnc12)c1ccc(Br)o1
  inhibitors of VEEV: 1.2%
CCC(C)(C)C1CCC2(CC1)NC(=O)N(CC(=O)N1CCN(c3ccccc3OC)CC1)C2=O (configuration not stated)
  inhibitors of VEEV: 0.5%

# In the list so far, these have an aryl methoxy group.
Structure	inhibitors of VEEV
CCC(C)(C)C1CCC2(CC1)NC(=O)N(CC(=O)N1CCN(c3ccccc3OC)CC1)C2=O (configuration not stated)	0.5%
COc1cc2c(cc1CNC[C@H]1O[C@@H](n3cc(C)c(=O)[nH]c3=O)C[C@@H]1O)OCO2	0.1%

# Additional results follow:
Structure	inhibitors of VEEV
NC(=S)NN=Cc1ccc(OC(=O)COc2cc(Cl)c(Cl)cc2Cl)cn1	i
COc1ncnc2c1ncn2CCCN1CCN(Cc2ccc(C)cc2)CC1	i
O=C(O)c1ccc([N+](=O)[O-])nc1	i
COc1cccc(N2CCN(C(=O)c3ccc(OC)c(S(=O)(=O)NC4CC4)c3)CC2)c1	5.1%
O=C(COC(=O)Cc1ccc(Cl)cc1)NCc1ccc(Cl)cc1	i
O=C(COC(=O)c1cccc(S(=O)(=O)N2CCOCC2)c1)NC1CCCCC1	u
O=C(Nc1ccc2c(c1)OCCO2)c1ccccc1Cl	i
C[C@@H]1CN([C@@H](C)CO)C(=O)c2cc(NC(=O)c3ccccc3)ccc2O[C@@H](C)CCCCO[C@@H]1CN(C)Cc1ccc(C(F)(F)F)cc1	i
C[C@H]1CN([C@@H](C)CO)C(=O)CCCn2nncc2CO[C@@H]1CN(C)Cc1ccc(C(F)(F)F)cc1	i
OCCNc1ncnc2c1nnn2Cc1ccccc1Cl	2.3%
CC(=O)c1ccccc1C(=O)N1CCC(CCC(=O)NCc2ccc(F)cc2)CC1	i
Cc1ccc(NC(=O)CCCN2C(=O)C(c3ccccc3)Oc3cccnc32)c(C)c1 (configuration not stated)	0.3%
CCOC(=O)c1cnc2cc(-c3ccc(C)cc3)nn2c1C	1.4%
COCC(=O)N1CCC(c2nc3ccccc3[nH]2)CC1	0.5%
CCN(CC)CCN=c1c(C)nc(C#N)c(N)n1O	i

# Other results:
Structure	inhibitors of VEEV
CC(C)c1cc(C(=O)OCC(=O)NC2CC2)c(O)c(C(C)C)c1	1.8%
Cc1ccc(Cl)c(NC(=O)CN2C(=O)C(C)N(c3ccc(F)cc3)C2=O)c1Cl (configuration not stated)	3.6%
C[C@H]1CN([C@@H](C)CO)S(=O)(=O)c2ccc(Br)cc2O[C@H]1CN(C)Cc1ccccc1	0.6%
CCN(CC)C(=O)C1=C(C)N(Cc2ccc(C(C)(C)C)cc2)C(=O)C(CC(=O)NCCN2CCOCC2)C1 (configuration not stated)	i
CC(=O)Oc1[nH]c(=O)c2cccc3c2c1CCC3	i
COc1cccc(CSC(C(=O)O)c2ccccc2)c1 (configuration not stated)	0.8%
C[C@@H]1CN([C@@H](C)CO)S(=O)(=O)c2ccc(Br)cc2O[C@H]1CN(C)C(=O)c1ccccc1	1.5%
CN(C)c1ccc(C=NN2C(=O)CSC2=S)c(Cl)c1	1.1%
C[C@H]1CN([C@@H](C)CO)S(=O)(=O)c2ccc(Br)cc2O[C@@H]1CN(C)C(=O)CCN1CCCCC1	0.3%
C[C@@H]1Cn2cnc(C(=O)N[C@@H](Cc3c[nH]c4ccccc34)C(=O)OC(C)(C)C)c2C(=O)N1	7.8%
COc1ccc(S(=O)(=O)N(C)C)cc1NC(=O)c1ccc(OCC2CCCO2)cc1 (configuration not stated)	5.0%
Cc1ccc(S(=O)(=O)Oc2ccc(/C=N/N=C3/NC(=O)C(CC(=O)O)S3)cc2)cc1 (configuration not stated)	1.4%
O=C(NCc1ccccn1)c1ccccc1OCc1ccccc1Cl	4.0%
COCCNC(=O)c1cc(S(=O)(=O)N(C)C2CCCCC2)ccc1Cl	1.4%
C[C@H]1CN([C@@H](C)CO)C(=O)CCCn2cc(nn2)CO[C@@H]1CN(C)S(=O)(=O)c1ccc(C#N)cc1	0.1%

# Additional structures
Structure	inhibitors of VEEV
Cc1ccc(C(=O)CCC(=O)OCC(=O)Nc2cc(S(=O)(=O)N(C)C)ccc2C)cc1	0.6%
C[C@H](O)[C@@H]1C(=O)N2CCc3ccc(-c4ccccc4)cc3[C@@H]2C[C@@H]1N(C)C(=O)c1ccco1	7.0%
CCCCCCN1C[C@H](O)[C@@H](n2cc(C3CC3)nn2)C[C@@H]1c1ccccc1	i
COc1ccc(OC(=O)N(C)C[C@@H]2OCc3cnnn3CCCC(=O)N([C@@H](C)CO)C[C@H]2C)cc1	0.2%
COc1cc(C(C)=O)ccc1OCC(=O)N1CCCC1c1ccc2c(c1)OCCCO2 (configuration not stated)	0.6%
O=C(O)CNc1nc(NCc2ccc(Cl)cc2)ccc1[N+](=O)[O-]	i
C[C@@H]1CN(Cc2nnnn2CC(=O)NCCCn2cccn2)C[C@H](C)O1	i
COC1CC(=O)C2OC(c3ccccc3)OCC2O1 (configuration not stated)	1.2%
O=C1CCC(=O)N1CCC(=O)N(C(=O)NC1CCCCC1)C1CCCCC1	i
C[C@@H]1CN([C@@H](C)CO)C(=O)c2cc(NC(=O)c3ccccc3)ccc2O[C@@H](C)CCCCO[C@@H]1CN(C)S(=O)(=O)c1ccc(F)cc1	i
Cc1ccc(S(=O)(=O)Nc2ccc3c(c2)C(=O)N([C@@H](C)CO)C[C@@H](C)[C@@H](CN(C)CC2CC2)OCCCC[C@@H](C)O3)cc1	i
C[C@H](CO)N1C[C@H](C)[C@@H](CN(C)Cc2ccccc2C(=O)O)OCc2cnnn2CCCC1=O	0.4%
COCCn1c(C)cc(C(=O)CN2C(=O)C(=O)N(CCC3=CCCCC3)C2=O)c1C	i
CCOc1cc(N2CCOCC2)c(OCC)cc1NC(=O)c1cccc(S(=O)(=O)N2CC(C)OC(C)C2)c1 (configuration not stated)	2.1%
COc1cccc(-c2ccc3c(c2)O[C@H](CN(C)C(=O)c2ccccc2F)[C@H](C)CN([C@H](C)CO)S3(=O)=O)c1	5.2%

# Continued.
Structure	inhibitors of VEEV
C[C@@H]1CN([C@H](C)CO)C(=O)CCCn2nncc2CO[C@H]1CN(C)S(=O)(=O)c1ccc(-n2cccn2)cc1	i
CSC[C@H]1CN(CCc2ccccc2)C(=O)[C@@H]1CC(=O)Nc1ccc(Br)cc1	i
NC(CSC1(c2ccc(F)cc2)c2ccccc2-c2ccccc21)C(=O)O (configuration not stated)	0.3%
CCCCCC(=O)N1C[C@@H](O)[C@H](n2cc(-c3ccc(F)cc3)nn2)C[C@@H]1c1ccc(C)cc1	2.1%
Cc1cc(C(F)(F)F)nc(NNc2nc(C)cc(C(F)(F)F)n2)n1	i
CCC(C)C(CO)NCCCn1cnc2c(OCc3ccccc3)ncnc21 (configuration not stated)	0.7%
O=C(OCc1cn([C@@H]2CN(C(=O)C3CCCCC3)[C@@H](c3ccccc3)C[C@H]2O)nn1)c1ccccc1	2.0%
O=C(CSc1nc(-c2ccccc2)c(-c2ccccc2)o1)N1CCCCC1	i
Cc1ccc(S(=O)(=O)NN=CC=CC=NNS(=O)(=O)c2ccc(C)cc2)cc1	1.6%
O=C1COc2ccc(C(=O)COC(=O)CCCOc3ccccc3)cc2N1	1.8%
COCCNC(=O)CSc1nc(N)c(NC(=O)c2ccco2)c(=O)[nH]1	2.4%
C=CCn1c(=O)c(C(=O)Nc2ncccc2C)c(O)c2ccccc21	0.8%
Cc1cccc(C)c1OCC(O)CN1CCN(C(=O)c2ccccc2)CC1 (configuration not stated)	7.6%
COc1ccc2c(c1)CCO[C@]21O[C@H](CCO)C[C@H](O)[C@H]1O	1.2%
O=C(Cn1nnc(-c2ccc(F)cc2)n1)NC(=O)NC1CCCCC1	0.4%

# (more compounds)
Structure	inhibitors of VEEV
CN(CC(=O)NCc1cccs1)CC(=O)Nc1ccccc1Cl	i
C[C@H](CO)N1C[C@H](C)[C@@H](CN(C)S(=O)(=O)c2ccccc2F)OCc2cnnn2CCCC1=O	i
O=C(c1ccc(S(=O)(=O)Cc2cc(F)ccc2F)c([N+](=O)[O-])c1)N1CCOCC1	12.8%
O=C(c1ccco1)N1CC2(CC(c3ccc(Cl)cc3)=NO2)CN1Cc1ccc(Br)cc1 (configuration not stated)	3.4%
Cn1cnnc1SCC(=O)N1CCc2ccccc2C1	i
COc1cccc(C(=O)NCCS(=O)(=O)N2CCN(c3ccccc3)CC2)c1OC	i
COC(=O)C1C2CC3c4[nH]c5cc(OC)ccc5c4CCN3CC2CC(OC2CCCCO2)C1OC (configuration not stated)	0.6%
O=C(CC1CCCC1)NCCS(=O)(=O)N1CCN(c2ccccc2)CC1	i
O=C(COC(=O)c1cc(S(=O)(=O)N2CCOCC2)ccc1Cl)NC1CCCCC1	i
O=C1Nc2cccc3c2N(CCC3)C2=C1CCC2	2.9%
CCN(c1ccccc1)S(=O)(=O)c1ccc(OC)c(NC(=O)c2ccco2)c1	3.7%
COc1ccccc1NC(=O)N(C)C[C@@H]1OCc2cn(nn2)CCCC(=O)N([C@@H](C)CO)C[C@H]1C	2.0%
Nn1c(COc2ccccc2F)nnc1SCC(=O)NCC1CCCO1 (configuration not stated)	i
O=C(CCN1CCN(c2ccccc2)CC1)NNC(=O)c1ccccc1	i
CS(=O)(=O)N(CCc1ccccc1)CC(=O)N1CCCCCC1	0.3%

# (next part)
Structure	inhibitors of VEEV
Nc1ccn(C2OC(CCl)C(O)C2O)c(=O)n1 (configuration not stated)	1.0%
O=C(Nc1ccn(CCCN2CCN(c3ccccc3)CC2)c(=O)n1)OCc1ccccc1	i
Cc1ccc(NC(=O)CSCC(=O)N(C)Cc2c(F)cccc2Cl)cc1	1.2%
CC(C)C1C(=O)N(Cc2cn(CC3CCCCC3)nn2)CCS(=O)(=O)N1Cc1ccc(-c2ccc(F)nc2)cc1 (configuration not stated)	1.8%
COc1ccccc1CN(C)C[C@H]1OCc2cnnn2CCCC(=O)N([C@H](C)CO)C[C@@H]1C	0.3%
COc1ccc(CN(CCCn2cnc3c(OC)ncnc32)CCCn2cnc3c(OC)ncnc32)cc1	1.1%
COCCn1c(N)c(N(Cc2ccccc2)C(=O)C(C)Oc2ccc(Br)cc2)c(=O)[nH]c1=O (configuration not stated)	i
C[C@@H]1CN([C@H](C)CO)C(=O)c2c(c3ccccc3n2C)-c2ccccc2CO[C@H]1CN(C)Cc1ccc(C(F)(F)F)cc1	i
CN(Cc1ccccc1)C(=O)C(=O)c1c[nH]c2ccccc12	i
CN(CCCn1ccc(NC(=O)OCc2ccccc2)nc1=O)Cc1ccco1	i
CS(=O)(=O)c1ccc(C2=C(CNC(=O)c3nccs3)[C@H]3CC[C@@H](C2)N3Cc2ccccc2)cc1	0.8%
Nc1nc(-c2ccccc2)c(CC(=O)O)s1	i
CCN(CC)C(=O)C1=C(C)N(CCC2=CCCCC2)C(=O)C(CC(=O)NCCCN(C)C)C1 (configuration not stated)	1.2%
COC(=O)C[C@H]1C[C@H]2c3cc(NS(=O)(=O)c4ccc(OC)cc4)ccc3O[C@H]2[C@H](CO)O1	i
Cc1ccc([C@H]2C[C@@H](O)[C@H](n3cc(-c4ccc(F)cc4)nn3)CN2C(=O)C2CCCCC2)cc1	4.7%

# Continuation:
Structure	inhibitors of VEEV
CC(C)(C)OC(=O)N1CCC(NC(=O)c2[nH]cnc2C(=O)Nc2ccccc2F)CC1	7.0%
Cc1cc(C)n(-c2ccc(C(=O)N3CCN(S(=O)(=O)c4ccc(Br)cc4Cl)CC3)cc2)n1	5.5%
COc1ccc(C(C)=O)c(OCC(=O)NCCC2=CCCCC2)c1	i
C[C@@H]1CN([C@@H](C)CO)C(=O)c2cc(C#Cc3ccccc3)cnc2O[C@@H]1CN(C)Cc1ccccn1	3.5%
Cc1cc(Nc2ccc(C)c(C)c2)n2ncnc2n1	1.6%
CSc1ncnc2c1ncn2CCCN1CCN(C(=O)C2CC2)CC1	i
COc1ccc(C2CC(=O)Nc3cc(OC)c(OC)cc32)cc1 (configuration not stated)	0.3%

# Screens (PubChem BioAssay)
